TRPV1 ag – activates the human vanilloid receptor TRPV1. TRPV1-expressing cells, Fluo-8 calcium influx, agonist mode. AID 540275. Q8NER1. activation, % at 8.33 µM. hit rate 0.19% among 320,000; in the data active = activation above about 80%; inconclusive = between about 30% and that limit; also: 0% is about no effect
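Fluo-8 calcium influx in TRPV1-expressing cells, kinetic read (ex 480/em 520 nm). Compound added and read 3 min for agonist activity, followed by capsaicin at EC20 final and 2 min further read for enhancement.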
TCR act – activators of T cell receptors. primary human leukocytes, anti-CD3, IL-2 HTRF, 48 h. Potency, µM (top dose mostly 9.22 µM), for inactives: at the highest dose activation of IL-2 secretion, actives largely listed as activators. 330,000 tested, under 10 active. AID 504894; also: % of control where 0% means no effect
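Activity was scored as IL-2 release from primary human leukocytes given only a TCR signal (a-CD3 beads) plus compound for 48 hr. Detection used a two-antibody HTRF format read at 665nm.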
hERG WT inh – blocks the wildtype human KCNH2 potassium channel. activity change, % at 1.84 µM. hit rate 0.37% among 340,000. U2OS, BacMam KCNH2, thallium flux FluxOr; hits give low values. AID 720551;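 active = maximum activity change below -70%; inconclusive = maximum activity change between -70% and -50%; inactive = maximum activity change above -50%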; also: % is scaled to controls: 0 for no effect and ±100 for the full control effect
Target sequence (Q12809 whole entry, looked up): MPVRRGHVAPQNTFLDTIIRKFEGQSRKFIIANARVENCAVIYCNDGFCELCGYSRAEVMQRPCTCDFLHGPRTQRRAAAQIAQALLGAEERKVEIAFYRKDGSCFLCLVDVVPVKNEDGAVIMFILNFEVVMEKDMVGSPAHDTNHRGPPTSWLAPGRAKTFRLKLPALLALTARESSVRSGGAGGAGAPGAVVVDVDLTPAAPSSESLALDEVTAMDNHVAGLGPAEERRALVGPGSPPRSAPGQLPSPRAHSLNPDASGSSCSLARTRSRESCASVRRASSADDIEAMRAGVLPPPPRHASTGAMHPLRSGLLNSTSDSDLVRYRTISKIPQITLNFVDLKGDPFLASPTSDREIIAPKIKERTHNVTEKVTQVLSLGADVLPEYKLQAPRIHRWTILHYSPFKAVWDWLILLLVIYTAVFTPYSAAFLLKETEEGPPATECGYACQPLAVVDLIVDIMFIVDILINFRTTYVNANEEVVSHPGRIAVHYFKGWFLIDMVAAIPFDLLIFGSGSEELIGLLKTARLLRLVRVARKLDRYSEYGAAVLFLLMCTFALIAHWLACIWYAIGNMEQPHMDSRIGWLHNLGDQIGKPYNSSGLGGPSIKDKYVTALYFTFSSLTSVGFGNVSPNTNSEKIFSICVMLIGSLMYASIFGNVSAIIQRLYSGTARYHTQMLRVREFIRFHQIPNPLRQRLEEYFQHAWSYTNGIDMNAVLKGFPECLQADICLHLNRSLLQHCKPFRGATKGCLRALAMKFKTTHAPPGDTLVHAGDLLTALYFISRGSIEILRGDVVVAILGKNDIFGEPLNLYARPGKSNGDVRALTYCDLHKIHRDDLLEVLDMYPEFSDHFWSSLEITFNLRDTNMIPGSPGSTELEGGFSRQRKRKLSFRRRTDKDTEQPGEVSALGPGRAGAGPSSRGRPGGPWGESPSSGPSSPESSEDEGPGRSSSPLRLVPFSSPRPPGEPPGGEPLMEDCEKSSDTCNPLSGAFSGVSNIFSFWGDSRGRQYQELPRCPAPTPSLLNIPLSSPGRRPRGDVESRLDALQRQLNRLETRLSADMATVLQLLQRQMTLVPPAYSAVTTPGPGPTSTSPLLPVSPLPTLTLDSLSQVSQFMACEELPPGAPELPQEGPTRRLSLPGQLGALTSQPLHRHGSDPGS
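U2OS cells transduced with wild-type KCNH2 virus are loaded with FluxOr dye for 45 min, and thallium flux is measured in kinetic reads before and after stimulation buffer. Rate constants are normalized to DMSO controls.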
ELG1 repair inh – blocks ELG1-dependent DNA repair in HEK293T cells | Potency, µM (doses to about 46.1 µM), without a hit: at the highest dose activity change, negative = inhibition, hits mostly inhibitors | AID 504467 | hit rate 2.3% among 330,000 | HEK293T ELG1-luciferase reporter, luminescence, 16 h; DNA damage induced by 5-fluorouridine; also: potency is read from the fitted curve at half-maximal effect; % is scaled to controls: 0 for no effect and ±100 for the full control effect; nearly all actives have a fitted effect of over 55% in size
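Quantitative HTS, concentration-response format. 2,000 cells/well co-treated with 5-fluorouridine and compound, 16 hr in 5% CO2 at 37 °C; ONE-Glo luminescence read after 30 min.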
KCNH2 3.1 inh – KCNH2 3.1 (human) potassium channel inhibition | U2OS KCNH2 3.1, thallium flux FluxOr; hits give low values | activity change, % (tested at about 1.8 µM) | hit rate 0.95% among 340,000;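 active = maximum activity change below -70%; inconclusive = maximum activity change from -70% to -50%; inactive = maximum activity change above -50%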;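 also: thallium influx rate constant from kinetic fluorescence after stimulation buffer; % is scaled to controls: 0 for no effect and ±100 for the full control effect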
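We transduce U2OS cells with the mutant 3.1 virus, culture them overnight, load FluxOr with Red40 quencher for 45 min, then add stimulation buffer and read kinetically for 2 min to derive a normalized rate constant.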
TSHR antagonist – blocks TSH signaling through the human TSH receptor; P16473; TSHR-expressing cells, TSH-stimulated cAMP HTRF, 2 h; hits give low values; activity change, negative = inhibition, % at 11.5 µM; hit rate 0.2% among 330,000; AID 504810;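 active = activity change below a set negative limit, meaning inhibition stronger than a set level, cut at about -70% in these data; inconclusive = activity change between two set negative limits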; also: % is scaled to controls: 0 for no effect and ±100 for the full control effect
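Cell-based HTRF cAMP assay; TSHR cells + compound, TSH EC80 (4nM final), 2 h, 37 deg C. Lysis with anti-cAMP cryptate and cAMP-d2, 30 min RT, read 665/620 nm.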
Mito fusion act – blocks mitochondrial division or promotes mitochondrial fusion; hit rate 0.23% among 320,000; AID 485298; Potency, µM (highest dose often 46.1 µM), inactives show at the top dose growth rescue (activation), usual class: activators; S. cerevisiae fusion-defective mutant growth rescue, CellTiterGlo 48 h;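 also: potency is read from the fitted curve at half-maximal effect; % of control where 0% means no effect; nearly all actives have a fitted effect of over 45% in size; temperature-sensitive fusion mutants such as fzo1-1 at 37 °C on non-fermentable ethanol glycerol medium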
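S. cerevisiae fusion-defective temperature-sensitive mutants (e.g. fzo1-1, mgm1-5) grown 48 h at 37C in YPEG (ethanol/glycerol non-fermentable) medium with 23 nl compound per well; growth rescue read as CellTiterGlo luminescence.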
USP2a inh – USP2a (human) protease inhibition; O75604; USP2 core, Ub-CHOP2 coupled fluorogenic reporter, 485/531; Potency, µM (top dose mostly 38.3 µM), inactives show at the top dose activity change, negative = inhibition, actives largely listed as inhibitors; hit rate 0.01% among 330,000; AID 463254;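 also: potency is read from the fitted curve at half-maximal effect; plate controls were DMSO wells for no effect and full inhibition by NEM control for full effect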
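Deubiquitinase activity read as fluorescence (485/531 nm) after Ub-CHOP2 cleavage activates the enterokinase reporter on its substrate; USP2 core 10nM, Ub-CHOP2 and substrate 25nM each, 30min compound preincubation then 60min RT; data normalized to NEM, curves fitted.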
A-T KAP1 phos – potential ataxia-telangiectasia treatment. […] A-T fibroblasts, KAP-1 phosphorylation AlphaLISA; neocarzinostatin DNA damage 30 min before lysis. Potency, µM (series often up to 57.5 µM), without a hit: at the top dose activation, hits mostly activators. hit rate 0.19% among 320,000; also: potency is read from the fitted curve at half-maximal effect; % of control where 0% means no effect; nearly all actives have a fitted effect of over 45% in size
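hTERT-immortalized A-T patient fibroblasts ([…]), 500 cells/well in OPTI-MEM, 1% FBS, got compounds for 60 min, then NCS for 30 min at 37C. Lysates were then assayed for phospho-KAP-1 by AlphaLISA (anti-pKAP1 donor, anti-KAP1 acceptor beads), 6 hr at 25C.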
Eya2 phos inh – blocks the phosphatase activity of human Eya2; O00167; hit rate 0.006% among 330,000; Potency, µM (series often up to 76.9 µM), for the others: at the highest dose activity, negative = inhibition, actives largely listed as inhibitors; recombinant Eya2, OMFP fluorescence dephosphorylation (OMFP is methylfluorescein phosphate); also: potency is read from the fitted curve at half-maximal effect; % is scaled to controls: 0 for no effect and ±100 for the full control effect
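Eya2 protein (added as 0.2 uM solution) was preincubated with compound for 10 min at ambient temperature in 50 mM HEPES pH 7.5, 50 mM NaCl, 5 uM MgCl2, 0.05% BSA, 1 mM DTT. OMFP (added at 50 uM) then reacted 10 min; fluorescence read at 485/525 nm.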
* = called active by the depositor; u = inconclusive; x = no result given; [ ] = remark or other dose. Unless noted, calls follow the shape of the dose curve; as a rule, active = well fitted curve in the direction sought with a large enough effect; inconclusive = small, poorly fitted or top-dose-only effect, or another doubt; inactive = no such curve, though single readings can be large; an effect the other way counts as inactive or inconclusive. A portion of the library. The share of hits here may be higher or lower than overall.

SMILES	TRPV1 ag	TCR act	hERG WT inh	ELG1 repair inh	KCNH2 3.1 inh	TSHR antagonist	Mito fusion act	USP2a inh	A-T KAP1 phos	Eya2 phos inh
CCSc1ncc(Cl)c(C(=O)Nc2ccc(S(N)(=O)=O)cc2)n1	u	-3%	16	6%	14	0	0%	2%	12%	-7%
CC(C)N(Cc1ccccc1)C(=S)Nc1cccnc1	-2	2%	5	5%	-2	-4	3%	1%	1%	12%
Cc1cc(C)n(C(=O)c2cc3ccccc3c(=O)o2)n1	-1	-1%	1	2%	0	3	-2%	3%	0%	5%
COc1ccc(CNC(=O)c2cc(S(=O)(=O)N3CCOCC3)cn2C)cc1	-2	7%	-11	6%	-3	-2	-1%	2%	2%	2%
COCC1CCN(Cc2cn(Cc3ccccc3)nc2-c2cc3ccccc3o2)CC1	-6	-4%	-1	u	-43	11	-11%	-1%	-2%	-19%
Nc1nnc(SCC(=O)Nc2cccnc2Cl)s1	-2	1%	2	14%	-6	4	6%	1%	7%	-4%
CC1(C)C=Cc2c(ccc3c2OC[C@H](c2ccc(O)cc2O)C3)O1	8	1%	2	u	11	-5	-29%	5%	11%	1%
CN1C(=O)CSc2ccc(NC(=O)Nc3ccccn3)cc21	27	-1%	-19	u	3	-6	-1%	6%	x	-16%
COc1ccc(Nc2nnc(C)c(=O)[nH]2)c(OC)c1	3	2%	-4	-7%	2	-9	-3%	-7%	-2%	-7%
O=C(Cc1cccs1)NCCc1ccc(F)cc1	12	11%	-1	3%	-11	-3	-1%	-2%	4%	-5%
COc1ccc(CNC(=O)COC(=O)c2ccc3c(c2)OCCO3)cc1	u	0%	-3	-3%	1	0	2%	-9%	-6%	-9%[15.4 µM]
CC(C)c1nc2sc3c(SCC(N)=O)ncnc3c2c2c1CCC2	5	-2%	3	-8%	17	-6	2%	0%	0%	-7%
COc1ccc(-c2csc(-c3cccs3)n2)c(OC)c1	0	2%	-2	u	-22	-16	0%	0%	13%	0%
Cc1ccc(C(=O)NNC(=O)CSc2nnc(C(C)C)n2C)cc1	0	0%	-3	4%	-16	21	1%	2%	2%	-3%
Cc1cc(Cl)ccc1OCCCC(=O)NCCCn1ccnc1	u	1%	-4	1%	-21	-4	8%	2%	-14%	7%
Cc1nc(Cc2nnc(SCc3nc(N)nc(Nc4ccccc4C)n3)o2)cs1	3	4%	2	-5%	-1	-9	-4%	4%	-1%	1%
CC1(C)Oc2cc3oc(=O)ccc3cc2C[C@@H]1O	x	0%	2	u	-9	-5	x	7%	1%	14%
OCC[C@H]1C[C@@H](O)[C@H](O)[C@@]2(OCCc3ccccc32)O1	-1	0%	-18	-3%	13	5	-5%	1%	10%	-4%
c1ccc(-c2cn(-c3ccccc3)c3[n+]2CCS3)cc1	5	12%	-7	4.6µM*	6	7	-6%	5%	-1%	2%
CSc1nsc(SC)c1C(=O)Nc1ccc(C(C)(C)C)cc1	u	10%	-4	18µM*	-12	-10	5%	1%	13%	u
CCOc1ccc(N=C2Sc3nc4ccc(C)cc4cc3CN2CCOC)cc1	18	7%	-5	u	1	-10	-2%	0%	2%	13%
CCN1C(=O)[C@H]2[C@@H](c3ccc(-c4ccc(C(C)=O)cc4)cc3)N3CCCC[C@@]3(C(=O)OC)[C@H]2C1=O	-5	-22%	-3	u	-8	-13	26%	-1%	11%	16%
CC(C)c1cccc(-c2ccc3c(c2)S(=O)(=O)c2cccc(C(=O)NCc4ccccc4Cl)c2C3=O)c1	x	0%	0	25%	-23	-3	x	3%	11%	-22%
Cc1c(C)c2ccc(OCC(=O)Nc3cccnc3)c(C)c2oc1=O	8	-2%	6	u	7	-24	-2%	2%	1%	-5%
Cc1cc(C(=O)Nc2c(F)cc(F)cc2Br)cs1	-7	-3%	-11	u	3	20	3%	0%	8%	-10%

An excerpt of these results, with bars between the fields:
structure | TRPV1 ag | TCR act | hERG WT inh | ELG1 repair inh | KCNH2 3.1 inh | TSHR antagonist | Mito fusion act | USP2a inh | A-T KAP1 phos | Eya2 phos inh
CCSc1ncc(Cl)c(C(=O)Nc2ccc(S(N)(=O)=O)cc2)n1 | u | -3% | 16 | 6% | 14 | 0 | 0% | 2% | 12% | -7%
CC(C)N(Cc1ccccc1)C(=S)Nc1cccnc1 | -2 | 2% | 5 | 5% | -2 | -4 | 3% | 1% | 1% | 12%
Cc1cc(C)n(C(=O)c2cc3ccccc3c(=O)o2)n1 | -1 | -1% | 1 | 2% | 0 | 3 | -2% | 3% | 0% | 5%
COc1ccc(CNC(=O)c2cc(S(=O)(=O)N3CCOCC3)cn2C)cc1 | -2 | 7% | -11 | 6% | -3 | -2 | -1% | 2% | 2% | 2%
COCC1CCN(Cc2cn(Cc3ccccc3)nc2-c2cc3ccccc3o2)CC1 | -6 | -4% | -1 | u | -43 | 11 | -11% | -1% | -2% | -19%
Nc1nnc(SCC(=O)Nc2cccnc2Cl)s1 | -2 | 1% | 2 | 14% | -6 | 4 | 6% | 1% | 7% | -4%
CC1(C)C=Cc2c(ccc3c2OC[C@H](c2ccc(O)cc2O)C3)O1 | 8 | 1% | 2 | u | 11 | -5 | -29% | 5% | 11% | 1%
CN1C(=O)CSc2ccc(NC(=O)Nc3ccccn3)cc21 | 27 | -1% | -19 | u | 3 | -6 | -1% | 6% | x | -16%
COc1ccc(Nc2nnc(C)c(=O)[nH]2)c(OC)c1 | 3 | 2% | -4 | -7% | 2 | -9 | -3% | -7% | -2% | -7%
O=C(Cc1cccs1)NCCc1ccc(F)cc1 | 12 | 11% | -1 | 3% | -11 | -3 | -1% | -2% | 4% | -5%

New compounds follow
SMILES	TRPV1 ag	TCR act	hERG WT inh	ELG1 repair inh	KCNH2 3.1 inh	TSHR antagonist	Mito fusion act	USP2a inh	A-T KAP1 phos	Eya2 phos inh
O=C(NCc1ccncc1)C(=O)N/N=C/c1ccccn1	0	-2%	17	16%	6	-5	0%	2%	7%	6%
CCOC(=O)Cc1csc(NC(=S)NC(=O)c2ccccc2Br)n1	13	2%[46.1 µM]	-1	u	18	17	9%	3%	-15%	4%
COc1ccc(CC(=O)OC2CCCN(C)C2)cc1 (configuration not stated)	-1	3%	6	-1%	5	10	-3%	4%	3%	3%
Cc1ccc(N=N/C(=C\O)C(=O)c2ccncc2)cc1	11	1%	-4	u	-33	10	-2%	3%	-2%	-10%
O=C(C1CCN(S(=O)(=O)c2ccccc2)CC1)N1CCCCCC1	-4	2%	0	-18%	7	14	4%	1%	5%	0%
Cc1ccc(F)cc1N=Cc1c(O)c2ccccc2oc1=O	-1	-3%	3	4%	8	-19	-1%	3%	0%	9%
O=C(Nc1ccc(-c2noc(CCc3ccccc3)n2)cc1)c1ccco1	17	8%	-6	u	-9	-14	17%	-1%	13%	-6%
COc1ccc(NC(=S)Nc2cccc(C(C)=O)c2)cc1OC	-1	-5%	1	9%	-7	-5	3%	5%	-4%	14%
Cc1cccc(N2CCN(C(=O)CNC(=O)c3cccc([N+](=O)[O-])c3)CC2)c1C	11	1%	5	18µM*	12	6	-5%	-1%	2%	5%
CCOC(=O)c1ccc(NC(=O)CCS(=O)(=O)c2cccc3nonc23)cc1	1	-4%	6	-2%	2	0	9%	0%	-4%	-13%
CCOc1cc(C(=O)NC(C)C2CCCO2)cc(OCC)c1OCC (configuration not stated)	10	x	10	-2%	0	-2	1%	-1%	-1%	-25%
CCC(=O)Nn1cnc2c(c1=O)C1(CCCCC1)Cc1ccccc1-2	u	3%	-6	1%	-16	-12	-8%	-1%	3%	-1%
COc1ccc(NS(=O)(=O)c2cccc(C(=O)O)c2)cc1	-4	x	-16	1%	-14	-2	-4%	-5%	-2%	-28%
CC1CCN(C(=O)COC(=O)c2cc(Cl)cc(Cl)c2N)CC1	u	4%	-21	u	33	-24	11%	3%	12%	6%
O=c1cc(CSc2nnc(Nc3ccccc3)s2)nc2sccn12	-1	-8%	-1	u	-1	-2	3%	1%	0%	6%
CC1CN(C(=S)Nc2cccc(F)c2)CC(C)O1 (configuration not stated)	0	11%	-4	-8%	6	-7	-11%	2%	3%	0%
CCCOc1ccc(N2C(=O)CC(N(Cc3ccco3)C(=O)CC)C2=O)cc1 (configuration not stated)	-1	2%	0	3%	-7	0	4%	0%	1%	-28%
COc1ccc(OC)c(Cc2nnc(CCC(=O)N3CCCCC3c3nccs3)o2)c1 (configuration not stated)	2	-6%	-7	u	-3	5	6%	0%	1%	-1%
COC(=O)c1c(-c2ccncc2)csc1NC(=O)c1ccoc1C	0	x	7	u	-3	-5	7%	2%	-1%	-26%
COc1ccc(C2=NN(c3nc(-c4ccccc4)c(CC(=O)O)s3)C(c3ccco3)C2)cc1 (configuration not stated)	-2	u	-12	13%	2	-12	24%	-2%	0%	10%

Source: PubChem (National Center for Advancing Translational Sciences (NCATS))
